Bioassay records deposited in PubChem BioAssay by Sanford-Burnham Center for Chemical Genomics.
tim10-1 inh – growth inhibitors of tim10-1 mutant yeast, primary screen, luminescence, uHTS; S. cerevisiae tim10-1 ts strain growth, BacTiter-Glo, 24 h; inhibition, % at 20 µM; 2.2% of 330,000 active; AID 463190, 2010;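 active = inhibition of at least 40%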;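 also: mutant grown at 25 °C; 0% = DMSO wells with yeast and 100% = wells holding no yeast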
CHOP UPR activ – activators of apoptotic CHOP UPR arm, primary screen, cell-based, CHO-CHOP luciferase reporter, luminescence, uHTS. UPR activation; percent of tunicamycin response over DMSO baseline. activation, % at 10 µM. 0.34% of 330,000 active;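 active = at 10 µM dose, activation of 40% or more, normalized to positive control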;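 also: 100% = tunicamycin at 10 µg/mL and 0% = DMSO alone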
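Test system: CHO-CHOP cells, stable luciferase reporter of PERK-eIF2a-CHOP signalling | Quantity: 500 CHO-CHOP cells per well | Buffer or medium: F12 plus 10% serum | Compound dosing: 10 µM single point, 0.5% DMSO | Schedule: 6 h compound treatment, 37 °C | Signal: Luciferase luminescence | Control set: Tunicamycin high control, DMSO low control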
TIM10 inh – growth inhibitors of isogenic TIM10 control yeast, primary screen, counter-screen for tim10-1 yeast inhibitor project, luminescence, uHTS; S. cerevisiae TIM10 strain growth, BacTiter-Glo luminescence, 24 h; inhibition, % at 10 µM; 1.4% of 330,000 active; AID 463195, 2010;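 active = inhibition of 40% or more at the single tested concentration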;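 also: wild-type TIM10 isogenic control strain grown at permissive 25 °C; 0% = DMSO yeast wells and 100% = minimal medium wells without yeast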
APJ antag – antagonists of human apelin receptor APJ, primary screen, CHO-K1 cells, beta-arrestin complementation, luminescence; P35414; inhibition, % at 20 µM; 0.32% of 330,000 active; AID 2521, 2010;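 active = inhibition above about 40% at 20 µM, limit read from the data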;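 also: cells challenged with 10 nM apelin-13 agonist together with compound; plate controls were apelin-13 plus DMSO wells for no effect and DMSO wells lacking apelin-13 for full effect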
Target sequence (P35414 whole entry, looked up): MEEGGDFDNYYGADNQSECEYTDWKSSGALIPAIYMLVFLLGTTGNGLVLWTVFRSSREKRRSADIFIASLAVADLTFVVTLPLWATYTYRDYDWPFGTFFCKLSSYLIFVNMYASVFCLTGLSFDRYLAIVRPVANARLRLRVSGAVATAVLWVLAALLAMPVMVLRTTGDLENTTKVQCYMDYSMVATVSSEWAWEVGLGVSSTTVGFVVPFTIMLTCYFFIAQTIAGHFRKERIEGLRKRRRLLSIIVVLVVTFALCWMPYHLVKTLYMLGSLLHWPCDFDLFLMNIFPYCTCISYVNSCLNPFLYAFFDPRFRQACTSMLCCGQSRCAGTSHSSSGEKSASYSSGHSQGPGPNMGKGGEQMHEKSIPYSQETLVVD
CXCR6 block – CXCR6 receptor inhibitors, primary screen, cell-based, beta-arrestin, luminescence, CHO-K1 PathHunter, 1536-well; 0.36% of 360,000 active; inhibition, % at 20 µM; in the data active = inhibition above about 34%, passing the limit was not always enough;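 also: antagonist mode with CXCL16 agonist at 10 nM final; 0% = 10 nM CXCL16 with DMSO and 100% = unstimulated wells without agonist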
Target sequence (O00574 whole entry, looked up): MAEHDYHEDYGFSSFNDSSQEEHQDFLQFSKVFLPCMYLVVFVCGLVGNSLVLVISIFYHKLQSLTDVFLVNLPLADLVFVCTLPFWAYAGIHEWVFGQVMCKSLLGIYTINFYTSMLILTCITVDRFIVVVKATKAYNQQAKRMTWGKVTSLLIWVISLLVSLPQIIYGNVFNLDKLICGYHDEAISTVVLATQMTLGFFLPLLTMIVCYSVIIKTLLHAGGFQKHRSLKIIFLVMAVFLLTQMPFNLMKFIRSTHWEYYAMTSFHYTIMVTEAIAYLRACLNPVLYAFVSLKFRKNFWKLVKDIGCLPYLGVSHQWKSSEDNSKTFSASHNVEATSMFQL
Mdm2 MdmX PPI – inhibitors of human Mdm2-MdmX association, primary screen, cell-based, luminescence, split luciferase, SaOS-2, uHTS | inhibition, % at 8 µM | AID 485346, 2010 | Protein Mdm4 (Homo sapiens) + E3 ubiquitin-protein ligase Mdm2 (Homo sapiens), … | SaOS-2 split-luciferase Mdm2/MdmX complementation | 3% of 330,000 active;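 active = inhibition of at least 50% at 8 µM in the primary screen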
UPR XBP1 act – activators of adaptive XBP1 UPR arm, primary screen, cell-based, CHO-XBP1 luciferase reporter, luminescence, uHTS. IRE1-XBP1 UPR activation; percent of tunicamycin response, DMSO as zero. activation, % at 20 µM. 0.33% of 330,000 active. AID 463104, 2010;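 active = versus positive control, 20 µM dose yields 30% or more activation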;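 also: 100% = tunicamycin at 10 µg/mL and 0% = DMSO only wells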
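assay system = CHO-XBP1 luciferase reporter cells | amount = 1000 cells/well | buffer or medium = F12 plus 10% FBS | compound dosing = single point, 20 µM final compound, 1% DMSO | incubation = 16-18 h cell attachment at 37 °C, then 6 h compound exposure | detection = Steady-Glo luminescence read | controls = tunicamycin 10 µg/mL and vehicle-only wells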
tim23-1 inh – growth inhibitors of tim23-1 mutant yeast, primary screen, luminescence, uHTS; 1.3% of 330,000 active; S. cerevisiae tim23-1 growth, BacTiter-Glo luminescence, 24 h; inhibition, % at 20 µM;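 active = growth inhibition of the mutant yeast at or above 50%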;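 also: temperature-sensitive mutant grown at 25 °C; plate controls were DMSO-treated mutant yeast for no effect and medium wells lacking yeast for full effect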
APJ agonist – agonists of human apelin receptor APJ, primary screen, CHO-K1 cells, PathHunter beta-arrestin, luminescence. AID 2520, 2010. 0% DMSO wells, 100% apelin. 0.11% of 330,000 active. activation, % at 20 µM. P35414;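 active = activation more than six SD over the plate average, tested at 20 µM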;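 also: 0% = DMSO alone and 100% = apelin-13 at 10 nM; some results filed as inactive read as strong as hits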
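Test system – PathHunter CHO-K1 APJ (AGTRL-1) beta-arrestin reporter cells · Input – 1000 cells/well · Compound – single test compound dose, 20 µM final, 1% DMSO · Times – compound stimulation 90 min at 25 °C, detection 60 min · Technique – beta-gal luminescence · Read-out basis – APJ–arrestin association signal · Control set – negative DMSO alone, positive Apelin-13 at 10 nM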
Starred values were filed as active, the others as inactive; . = no result given. The list is partial (hit frequency here may not be typical).

SMILES | tim10-1 inh | CHOP UPR activ | TIM10 inh | APJ antag | CXCR6 block | Mdm2 MdmX PPI | UPR XBP1 act | tim23-1 inh | APJ agonist
CC(C)(C)OC(=O)NCc1ccc(NC(=O)c2nc[nH]c2C(=O)NCCCCCCNC(=O)c2[nH]cnc2C(=O)Nc2ccc(CNC(=O)OC(C)(C)C)cc2)cc1 | 13 | 2.7 | 3 | 9 | -6 | 8 | -2 | 18 | -3
Nc1n[nH]c2cc(=O)n(-c3ccc(Cl)cc3)nc12 | 3 | -1.5 | 3 | 6 | 3 | 21 | 3 | -12 | -3
CC(C)(C)c1ccc(C(=O)NCC(=O)NNC(=O)c2ccccc2O)cc1 | 14 | 1.0 | -11 | 10 | -6 | 39 | 1 | 16 | -5
Cc1cc(OCc2cc(C(=O)N(Cc3nccn3C)C(C)C)no2)cc(C)c1Cl | 16 | 1.5 | 0 | 12 | -3 | -12 | -10 | 23 | -3
COc1ccc(C2=NOC3(CC(=O)N(c4ccc(Cl)cc4)C3=O)C2)c(OC)c1 (stereo not given) | 10 | 0.3 | -11 | -2 | -7 | -2 | -3 | 23 | -3
COC(=O)Oc1ccc(/C=C/C(=O)OC(C)C)cc1OC(=O)OC | 36 | 131* | 33 | 4 | 0 | -2 | 14 | 35 | 0
CCOc1ccc(NC(=O)CN2CCN(C(=O)c3ccco3)CC2)cc1S(=O)(=O)N1CCCC1 | 2 | 0.0 | 8 | 1 | 3 | 4 | -2 | 14 | -6
CCOc1ccc(OCC(=O)OC(C)C(=O)Nc2ccc(Cl)cn2)cc1 (stereo not given) | 10 | -1.5 | 8 | 8 | -1 | 7 | 0 | 3 | -3
COc1ccc(C(C[N+](=O)[O-])c2c(C)cc3ccccn23)c(OC)c1 (stereo not given) | 35 | 17 | 22 | -28 | -3 | 21 | 17 | 82* | 6
O=C(Nc1ccccc1O)c1ccc([N+](=O)[O-])cc1 | -7 | 5.8 | -3 | -28 | -7 | 8 | -2 | 0 | 7
COCCCNC(=S)NCCCNc1nc2cc3c(cc2cc1C#N)OCO3 | 20 | -2.7 | 22 | -2 | -11 | 5 | 0 | 19 | -4
Cc1ccc(CN2CC(C(=O)NCC(=O)Nc3c(C)cccc3C)CC2=O)cc1 (stereo not given) | 10 | -0.8 | 2 | -8 | 4 | 5 | 1 | -3 | 2
COc1cccc(C2NC(=O)NC(C)=C2C(=O)Nc2ccc(C)cc2)c1 (stereo not given) | -22 | -1.5 | 1 | -29 | 0 | 16 | -2 | -8 | 0
O=C(NCc1ccccc1)c1onc(CS(=O)(=O)c2ccc(Cl)cc2)c1C(=O)NCc1ccccc1 | -9 | 1.9 | -5 | 0 | 7 | 27 | 4 | -9 | 2
Cn1c(=O)c2sccc2n2c(CCCC(=O)NC3CCN(Cc4ccccc4)CC3)nnc12 | -3 | -0.7 | -19 | 5 | -1 | 11 | -2 | -11 | -1
Cc1ccc(NC(=O)Cn2cccc2)cc1C | -24 | 0.7 | 6 | -2 | 5 | -8 | 10 | 3 | -4
O=C(NCCc1nc(-c2ccc(F)cc2)no1)c1ccc(F)cc1 | -30 | -1.6 | -30 | 2 | -4 | 14 | -1 | 0 | 2
N#Cc1cc([N+](=O)[O-])ccc1NC(=O)COC(=O)C1CC2CCCC(C1)C2=O (stereo not given) | 20 | 0.1 | 7 | 2 | 0 | 8 | -3 | 6 | 0
C=CCNC(=O)C1(c2ccccc2)CC1(Cl)Cl (stereo not given) | 7 | 2.8 | 13 | 7 | -3 | -9 | -1 | 7 | -3
COc1ccc(S(=O)(=O)Nc2nnc(CC(C)(C)C)s2)cc1 | 19 | -0.5 | 16 | 17 | 3 | 11 | -1 | -6 | -3

2 of the compounds above, with values under each structure:
Screens in order – tim10-1 inh | CHOP UPR activ | TIM10 inh | APJ antag | CXCR6 block | Mdm2 MdmX PPI | UPR XBP1 act | tim23-1 inh | APJ agonist
COC(=O)Oc1ccc(/C=C/C(=O)OC(C)C)cc1OC(=O)OC
 : 36 | 131* | 33 | 4 | 0 | -2 | 14 | 35 | 0
CCOc1ccc(NC(=O)CN2CCN(C(=O)c3ccco3)CC2)cc1S(=O)(=O)N1CCCC1
 : 2 | 0.0 | 8 | 1 | 3 | 4 | -2 | 14 | -6

Returning to the listing with the 2 entries that preceded the break.
SMILES | tim10-1 inh | CHOP UPR activ | TIM10 inh | APJ antag | CXCR6 block | Mdm2 MdmX PPI | UPR XBP1 act | tim23-1 inh | APJ agonist
C=CCNC(=O)C1(c2ccccc2)CC1(Cl)Cl (stereo not given) | 7 | 2.8 | 13 | 7 | -3 | -9 | -1 | 7 | -3
COc1ccc(S(=O)(=O)Nc2nnc(CC(C)(C)C)s2)cc1 | 19 | -0.5 | 16 | 17 | 3 | 11 | -1 | -6 | -3
CC(=O)c1sc2nc(-c3ccc(C)cc3)c3c(c2c1N)CCCC3 | 14 | 2.4 | 20 | 15 | -17 | -10 | -1 | 15 | -4
O=C(CCn1nnnc1CN1CCOCC1)N1CCC(c2ccccc2Cl)C1 (stereo not given) | 15 | 0.5 | 13 | -11 | 14 | -2 | -4 | -1 | -3
O=C(NCC(c1ccco1)N1CCCC1)c1cccc(S(=O)(=O)Nc2ccc(Br)cc2)c1 (stereo not given) | -18 | 1.2 | -45 | 15 | -18 | 5 | -3 | -77 | -4
Cc1cccc(N2CCN(C(=O)c3ccccc3OCc3c(C)noc3C)CC2)c1C | 24 | -0.3 | 28 | -40 | 5 | 14 | 3 | 18 | -1
Cc1cc(N2CCN(C)CC2)nc2ccc(NC(=O)c3ccc(Br)o3)cc12 | -7 | 6.5 | -5 | -4 | -2 | 30 | 8 | -6 | 3
COc1ccc(CC(=O)NCC(=O)NCc2cc(=O)n(C)c(=O)n2C)cc1 | 14 | -1.5 | -5 | -1 | -6 | 20 | 1 | 8 | 4
CC(=O)n1cc([C@@H]2C=C(C(=O)N3CCN(Cc4ccc5c(c4)OCO5)CC3)O[C@H](OCc3ccc(CO)cc3)C2)c2ccccc21 | 9 | 4.6 | 3 | -4 | 4 | 28 | -1 | 5 | -4
CC(Sc1nc2ccccc2s1)C(=O)NC1CCCc2ccccc21 (stereo not given) | -15 | 0.3 | -7 | 3 | 0 | 5 | 0 | 8 | -2
Cc1ccc(C(=O)N/C(=C\c2ccc(-c3ccc(Br)cc3)o2)C(=O)NC2CCS(=O)(=O)C2)cc1 (stereo not given) | 17 | 1.9 | 13 | -1 | 2 | 23 | -3 | 7 | -2
CCOc1ccc(NC(=O)C(=O)NCCCn2ccnc2)cc1 | -9 | 0.8 | -3 | -11 | -3 | 3 | -1 | 4 | 1
Cc1ccc(-n2c(C)cc(C3=NNC(=NC4CC4)SC3)c2C)cc1C | 23 | 1.0 | 21 | 17 | 2 | 69* | 4 | -19 | -4
CCc1cc(=O)oc2cc3occ(C)c3cc12 | 5 | -1.1 | -5 | 2 | 3 | 15 | -5 | 3 | -3
O=C(Nc1ccc(NC(=O)c2ccco2)nc1)c1ccccn1 | 8 | -3.0 | 36 | -14 | -5 | -98 | -4 | 30 | 1
C=CCSc1nc(-c2ccc3c(c2)OCO3)cc(C(F)(F)F)c1C#N | -7 | -1.1 | -7 | 28 | 2 | 23 | 3 | 4 | -6
COCCCN(C(=S)NC(=O)c1ccc(Br)cc1)c1c(N)n(Cc2ccccc2)c(=O)[nH]c1=O | 35 | -0.9 | 2 | 3 | 11 | 24 | -1 | 8 | -3
CC(C)CCNC(=O)CCCC1=NS(=O)(=O)c2ccccc2N1 | -10 | 1.0 | 6 | 10 | -2 | 45 | -1 | -6 | 0
Cc1ccc(NC(=O)CC(C)S(=O)(=O)c2ccc3c(c2)NC(=O)CO3)c(Cl)c1 (stereo not given) | 7 | 1.1 | -3 | 10 | -5 | 7 | -6 | -5 | 2
Cc1nc(S(=O)(=O)Nc2ccc3c(c2)OCCO3)cn1C | -7 | -1.5 | -15 | -7 | 8 | 22 | -5 | 2 | -6
Cc1cc(NC(=O)c2ccc(F)cc2)n(-c2ccccn2)n1 | -9 | -0.5 | 21 | 10 | 18 | -11 | 6 | 45 | -1
CC1=C(C(=O)Nc2ccccc2)C(c2ccccc2)N2C(=O)CSC2=N1 (stereo not given) | 14 | -2.2 | 8 | 8 | -6 | 2 | 0 | 7 | -2
O=C(Cc1cccs1)Nc1nnc(SCC(=O)N2CCCCC2)s1 | 14 | 1.2 | 7 | 12 | 4 | -7 | 0 | 9 | -1
Cc1nn(-c2ccccc2)c(C)c1NC(=O)Cc1cccs1 | -9 | 2.6 | 9 | 2 | -2 | 12 | -1 | 14 | -1
CCN1CCN(CCNC(=O)C2CCN(Cc3nc(-c4ccc(Cl)cc4)oc3C)CC2)CC1 | -29 | 2.0 | -11 | -7 | . | 99* | 7 | -27 | 1
COc1ccc(C(=O)NCC2CCCCC2)cc1S(=O)(=O)N1CCCC1 | 18 | 2.6 | 3 | -27 | 2 | -14 | 0 | 20 | -2
CCC(C)C(=O)Nc1ccc([N+](=O)[O-])cc1OC (stereo not given) | 3 | 0.6 | 6 | 10 | 6 | -2 | 0 | 13 | -3
Cc1ccc(P(=O)(CO)c2ccc(C)cc2)cc1 | 1 | -0.5 | 7 | 15 | -4 | -24 | -1 | 15 | -4
CCOc1ccc(NC(=O)CN(C)C(=O)c2cccnc2SC)cc1OCC | -18 | 2.3 | -6 | -6 | 1 | 11 | 0 | -9 | -6
CNC(=O)c1cccc(NC(=O)CCCNC(=O)c2ccc(Cl)cc2)c1 | -3 | 9.2 | 0 | 13 | -3 | 0 | -2 | 8 | -2
Cc1cccc(NC(=O)CN2C(=O)N/C(=C/c3cc(C)n(-c4ccncc4)c3C)C2=O)c1 | 6 | -2.6 | 15 | 15 | 14 | -19 | 1 | 16 | -2
O=C(COC(=O)Cc1ccc(Br)cc1)NCc1ccc(F)cc1 | -1 | -1.5 | 5 | -16 | 12 | -1 | 1 | 15 | -3
COC(=O)c1[nH]c2cccc(C)c2c1NC(=O)CN1CCCc2ccccc21 | 22 | -0.2 | 6 | -9 | -5 | 7 | -1 | 21 | 0
O=C(CN1CCN(S(=O)(=O)c2ccccc2)CC1)N1CCCCC1 | -7 | 1.5 | 8 | 19 | -2 | -19 | -1 | 5 | -4
COc1ccc(-c2cc(-c3nnc(COC(=O)C4CC4)o3)c3ccccc3n2)cc1OC | 25 | -0.6 | 25 | -34 | -4 | 7 | 1 | 19 | -2
COc1cc(C2C(C#N)=C(SC)NC3=C2C(=O)CCC3)ccc1O (stereo not given) | 8 | 1.6 | -17 | -14 | -2 | 19 | -2 | 7 | 1
NC1=NC(c2cn[nH]c2-c2ccc(F)cc2)n2c(nc3ccccc32)N1 (stereo not given) | 4 | 0.9 | 0 | 1 | . | 1 | 2 | 10 | -2
